PTHR1 ag – qHTS for PTHR1 Agonists: Primary Screen. Parathyroid hormone/parathyroid hormone-related peptide receptor (Homo sapiens), Q03431. HEK293 GP2 PTHR1 cells, GloSensor cAMP luminescence, 1 h. Potency, µM (doses to about 115 µM), inactives show at the top dose activation, usual class: activators. 0.075% of 410,000 active; further: potency means the concentration at half of the fitted maximal effect; nearly all actives have a fitted effect of over 55% in size; some results filed as inactive show a strong effect at the top dose; inactives centre near -15; many of its hits are not listed in these tables
Target sequence (Q03431 whole entry, looked up): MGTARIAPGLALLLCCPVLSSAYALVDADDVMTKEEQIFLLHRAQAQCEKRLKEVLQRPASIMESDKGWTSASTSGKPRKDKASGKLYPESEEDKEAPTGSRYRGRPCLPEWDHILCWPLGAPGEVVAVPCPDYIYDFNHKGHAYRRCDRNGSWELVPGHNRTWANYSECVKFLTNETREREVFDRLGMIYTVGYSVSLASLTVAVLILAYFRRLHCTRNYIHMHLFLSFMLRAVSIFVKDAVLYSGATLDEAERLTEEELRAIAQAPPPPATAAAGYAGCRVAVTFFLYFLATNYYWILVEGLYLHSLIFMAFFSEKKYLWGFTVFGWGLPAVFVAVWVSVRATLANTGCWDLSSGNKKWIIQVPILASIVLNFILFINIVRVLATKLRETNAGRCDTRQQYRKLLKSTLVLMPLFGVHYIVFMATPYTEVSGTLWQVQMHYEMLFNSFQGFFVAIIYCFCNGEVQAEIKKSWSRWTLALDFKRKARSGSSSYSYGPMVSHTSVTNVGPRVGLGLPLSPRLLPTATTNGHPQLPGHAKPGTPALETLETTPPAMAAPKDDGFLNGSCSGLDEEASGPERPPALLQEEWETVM
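HEK-293-derived GP2 cells expressing PTHR1 and a GloSensor cAMP reporter, 3,000/well, plated overnight, given luciferin plus IBMX (each 0.5 mM as added) for 1 h at 37 °C, then compound for 1 h at 37 °C. Luminescence was read after 15 min at room temperature.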
PI5P4Ka inh – qHTS for Inhibitors of phosphatidylinositol 5-phosphate 4-kinase (PI5P4K); Phosphatidylinositol 5-phosphate 4-kinase type-2 alpha (Homo sapiens), P48426; PI5P4Kalpha enzyme, ADP-Glo luminescence, 60 min; stronger effect = lower value; max response, %; 1.2% of 330,000 active; active means max response of -50% or lower; inconclusive means between -30% and -50%; inactive means -30% or higher; further: value at the top dose of about 77 µM; on the % scale 0 is the no-effect control and ±100 the full control effect
Target sequence (P48426 whole entry, looked up): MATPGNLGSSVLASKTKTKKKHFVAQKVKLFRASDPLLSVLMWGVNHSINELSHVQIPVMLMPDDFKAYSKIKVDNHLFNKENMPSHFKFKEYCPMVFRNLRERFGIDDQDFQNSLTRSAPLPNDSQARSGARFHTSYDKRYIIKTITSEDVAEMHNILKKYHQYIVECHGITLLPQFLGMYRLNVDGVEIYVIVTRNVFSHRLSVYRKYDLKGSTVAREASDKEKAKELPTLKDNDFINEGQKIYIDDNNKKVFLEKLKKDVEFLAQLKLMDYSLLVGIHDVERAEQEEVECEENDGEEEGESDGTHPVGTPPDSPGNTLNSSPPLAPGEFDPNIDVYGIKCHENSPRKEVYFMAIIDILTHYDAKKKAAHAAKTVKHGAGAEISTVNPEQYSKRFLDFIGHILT
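Luminescence from ADP-Glo served as readout of PI5P4Kalpha activity in a qHTS format. Reaction: enzyme, substrate, compound, ATP at 5 microM final, 60 min at RT.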
HEK293 tox – qHTS of GLP-1 Receptor Inverse Agonists: Cytotox Screen; HEK293 cAMP-luciferase reporter cells, luminescence, 24 h; Potency, µM (highest dose often 38.3 µM), without a hit: at the highest dose activity change, negative = inhibition, hits mostly inhibitors; 0.13% of 410,000 active;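 further: loss of luciferase light is scored as toxicity; potency means the concentration at half of the fitted maximal effect; on the % scale 0 is the no-effect control and ±100 the full control effect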
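To flag toxic compounds, the library was rerun on cells for 24 hr at 37 deg C and 5% CO2. Viability-linked luminescence was captured 12 min after adding luciferase detection reagent.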
EPAC1 ag – qHTS for Agonist of cAMP-regulated guanine nucleotide exchange factor 3 (EPAC1): primary screen; EPAC1 agonist qHTS, biochemical assay; response scale: 100% = response to 6.5 mM cAMP; Potency, µM (top dose mostly 154 µM), for inactives: at the top dose activation, usual class: activators; 0.073% of 360,000 active; AID 720707, 2013; further: potency means the concentration at half of the fitted maximal effect; nearly all actives have a fitted effect of over 60% in size
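EPAC1 100 nM, Rap1B–BODIPY-GDP 250 nM, unlabeled GDP 50 uM; compound titration; 5 min RT; kinetic read ex480/em540 at 5-min intervals ×30 min; data normalized to 6.5 mM cAMP agonist control.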
GLP1R ag – qHTS of GLP-1 Receptor Agonists; HEK293 GLP-1R CRE-luciferase, luminescence, 4-6 h; cells express a hypersensitive GLP-1R form; Potency, µM (titrated, usually from 45.6 µM), inactives show at the top dose activation, actives largely listed as activators; Glucagon-like peptide 1 receptor (Homo sapiens), P43220; 0.007% of 380,000 active; further: potency means the concentration at half of the fitted maximal effect; % of control where 0% means no effect
EPAC1 antagonist – qHTS for Antagonist of cAMP-regulated guanine nucleotide exchange factor 3 (EPAC1): primary screen; AID 720709, 2013; 0.14% of 360,000 active; Potency, µM (doses to about 115 µM), inactives show at the top dose activity change, negative = inhibition, actives largely listed as inhibitors; Rap guanine nucleotide exchange factor 3 (Homo sapiens), O95398; EPAC1 GEF assay, Rap1b-BODIPY-GDP exchange fluorescence;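 further: potency means the concentration at half of the fitted maximal effect; plate controls were vehicle for no effect and positive control for full effect; nearly all actives have a fitted effect of over 50% in size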
GLP-1R inv ag – qHTS of GLP-1 Receptor Inverse Agonists (Inhibition Mode); Glucagon-like peptide 1 receptor (Homo sapiens), P43220; HEK293 GLP-1R CRE-luciferase, luminescence, 24 h; GLP-1R form is constitutively active; Potency, µM (top dose mostly 38.3 µM), without a hit: at the top dose activity change, negative = inhibition, actives largely listed as inhibitors; 1.6% of 410,000 active; further: potency means the concentration at half of the fitted maximal effect; on the % scale 0 is the no-effect control and ±100 the full control effect; nearly all actives have a fitted effect of over 55% in size
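qHTS in 1536-well format: reporter HEK293 cells expressing constitutive GLP-1R activity in DMEM + 10% Nu serum, 24 hr with compounds at 37 deg C, luminescence read after 12 min with detection reagent.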
PLK1 PBD block – qHTS for Inhibitors of PLK1-PDB (polo-like kinase 1 - polo-box domain): Primary Screen. Serine/threonine-protein kinase PLK1 (Homo sapiens), P53350. Plk1 PBD binding of FITC phosphopeptide, fluorescence polarization. Potency, µM, for the others: max response, negative = inhibition, actives largely listed as inhibitors. 2.8% of 360,000 active. AID 720504, 2013; further: potency means the concentration at half of the fitted maximal effect; series mostly up to about 57 µM; on the % scale 0 is the no-effect control and ±100 the full control effect; nearly all actives have a fitted effect of over 65% in size
IL2 activator – qHTS of IL-2 Activators; 0.065% of 360,000 active; IL-2 activation reporter assay, cell-based qHTS; stimulated with anti-CD3/CD4/CD28 beads; in transgenic mouse T cells; activation, % (series mostly up to about 46 µM); in the data active means activation above about 50%; inconclusive means mostly about 30% to 49%; further: 0% is about no effect
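Using fluorescent plate cytometry, EGFP and DsRed are detected in transgenic mouse T cells stimulated 18 h at 37 degrees C with antibody-coated beads after 60 min compound pretreatment.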
An asterisk follows results filed as active; i = inactive; ? = inconclusive; · = not tested or not shown; [ ] = remark or other dose. Unless noted, the call rests on the fitted dose curve; in most records, active means well fitted curve in the direction sought with a large enough effect; inconclusive means small, poorly fitted or top-dose-only effect, or another doubt; inactive means no such curve, though single readings can be large; an effect the other way counts as inactive or inconclusive.

1: C[C@@H]1NC(=O)[C@H](CCC(N)=O)NC(=O)c2cc([N+](=O)[O-])cc(I)c2NCC[C@@H](C(N)=O)NC1=O
2: CC(=O)c1cc(N2CCC(C(=O)O)CC2)ccc1[N+](=O)[O-]
3: COc1ccc(-c2csc3ncn(-c4cccc(C)c4)c(=O)c23)cc1OC
4: COc1ccc(NC(=S)N2C3CCC2CC(NC(=O)NC24CC5CC(CC(C5)C2)C4)C3)c(OC)c1 (stereo not drawn)
5: CCC(C)c1ccccc1NC(=O)CN1CCN(C/C=C/c2ccccc2)CC1 (stereo not drawn)
6: CCCC(=O)NNC(=O)Nc1ccccc1

screen / no.	1	2	3	4	5	6
PTHR1 ag	i	i	i	i	i	i
PI5P4Ka inh	-8	5	-3	·	5	·
HEK293 tox	-20%	?	8%	2%	1%	-4%
EPAC1 ag	7%	-2%	-2%	9%	3%	6%
GLP1R ag	14%	0%	22%	-1%	7%	-11%
EPAC1 antagonist	-2%	-11%	-6%	-20%	-1%	-1%
GLP-1R inv ag	17%	-25%	-16%	?	?	-5%
PLK1 PBD block	-20%	-9%	2%	-8%	-11%	-7%
IL2 activator	0.8	1.3	-0.9	1.4	1.3	-0.5

Compounds listed so far that have an aryl methoxy group (2):
3: COc1ccc(-c2csc3ncn(-c4cccc(C)c4)c(=O)c23)cc1OC
4: COc1ccc(NC(=S)N2C3CCC2CC(NC(=O)NC24CC5CC(CC(C5)C2)C4)C3)c(OC)c1 (stereo not drawn)

screen / no.	3	4
PTHR1 ag	i	i
PI5P4Ka inh	-3	·
HEK293 tox	8%	2%
EPAC1 ag	-2%	9%
GLP1R ag	22%	-1%
EPAC1 antagonist	-6%	-20%
GLP-1R inv ag	-16%	?
PLK1 PBD block	2%	-8%
IL2 activator	-0.9	1.4

Some of these compounds in order of their number in PLK1 PBD block, ascending:
item | mol | PTHR1 ag | PI5P4Ka inh | GLP1R ag | EPAC1 antagonist | GLP-1R inv ag | PLK1 PBD block | IL2 activator
2 | CC(=O)c1cc(N2CCC(C(=O)O)CC2)ccc1[N+](=O)[O-] | i | 5 | 0% | -11% | -25% | -9% | 1.3
4 | COc1ccc(NC(=S)N2C3CCC2CC(NC(=O)NC24CC5CC(CC(C5)C2)C4)C3)c(OC)c1 (stereo not drawn) | i | · | -1% | -20% | ? | -8% | 1.4
3 | COc1ccc(-c2csc3ncn(-c4cccc(C)c4)c(=O)c23)cc1OC | i | -3 | 22% | -6% | -16% | 2% | -0.9

Other results.
7: Cc1ccc(C(=O)O)cc1NC(=O)C1CCN(S(=O)(=O)c2ccc3c(c2)OCCO3)CC1
8: O=C(CSc1n[nH]c(=O)n1-c1cccnc1)N1CCOCC1
9: Cc1noc(C)c1COc1ccc(C(=O)N2CCC(C(N)=O)CC2)cc1
10: COc1ccccc1Oc1ccc(N2CC(C(=O)OCC(=O)c3ccccc3)CC2=O)cc1 (stereo not drawn)
11: CC1(CC(=O)N/N=C/c2ccc(-c3ccc(C(=O)O)cc3)o2)OCCO1
12: Cc1ccc(S(=O)(=O)NCCS(=O)(=O)N2CCN(c3ccc(F)cc3)CC2)cc1

screen / no.	7	8	9	10	11	12
PTHR1 ag	-14%	i	i	i	-7%[57.5 µM]	-46%
PI5P4Ka inh	1	0	0	-11	·	-4
HEK293 tox	-8%	?	2%	-7%	-14%	3%
EPAC1 ag	-14%	4%	-1%	1%	-7%	-4%
GLP1R ag	5%	0%	-1%	2%	1%	-10%
EPAC1 antagonist	-13%	7%	6%	-29%	13%	-4%
GLP-1R inv ag	9%	-4%	13%	-4%	5%	-10%
PLK1 PBD block	2%	-17%	5%	-2%	-3%	-3%
IL2 activator	0.9	-0.6	-0.2	-2.5	-2.1	5.5

13: Cc1ccc(-c2csc3nnc(SCC(=O)Nc4cccc(C)n4)n23)cc1
14: CCOC(=O)CSc1nc(C)c2ccc(C)cc2n1
15: COC(=O)c1[nH]c(C)c(/C(O)=C2\C(=O)C(=O)N(CCN3CCOCC3)C2c2ccc(C)o2)c1C (stereo not drawn)
16: CC(C)c1ccc(C(C)NC(=S)NC2CCCCC2)cc1 (stereo not drawn)
17: CN(C(=O)Nc1ccc(Cl)cc1Cl)[C@H]1c2cc(Br)ccc2OC[C@H]1CO
18: Cc1nc2ccccc2c2oc(C(=O)N3CCN(c4ccc([N+](=O)[O-])cc4)CC3)cc12

screen / no.	13	14	15	16	17	18
PTHR1 ag	-23%	i	i	-19%	-22%	i
PI5P4Ka inh	?	-7	-7	0	·	1
HEK293 tox	-14%	-3%	7%	-15%	-23%	-9%
EPAC1 ag	-11%	3%	5%	-28%	27%	-3%
GLP1R ag	3%	-5%	-7%	-2%	-6%	0%
EPAC1 antagonist	-7%	-1%	-7%	1%	-14%	15%
GLP-1R inv ag	20%	-15%	-4%	?	?	-18%
PLK1 PBD block	-16%	-8%	-10%	0%	-3%	1%
IL2 activator	0.2	-0.4	-0.5	-2.1	-1.6	-5.1

19: CC(C)c1onc(C(=O)Nc2cccc(O)c2)c1[N+](=O)[O-]
20: Cc1cccc(NC(=O)NCC(c2cccnc2)N2CCOCC2)c1 (stereo not drawn)
21: CCc1ccc(C(=O)Nc2nc3ccccc3[nH]2)cc1
22: CCN(CC(=O)Nc1ccccc1C(F)(F)F)C(=O)c1ccc(NC(=O)c2cccs2)cc1
23: CC(=O)Nc1ccc(-c2cc3ccccc3o2)cc1
24: CCOC(=O)CN1C(=O)C(O)=C(C(C)=O)C1c1ccc([N+](=O)[O-])cc1 (stereo not drawn)

screen / no.	19	20	21	22	23	24
PTHR1 ag	-16%	-3%	-25%	-26%	?	i
PI5P4Ka inh	-3	-1	-6	1	17	0
HEK293 tox	-3%	-9%	-25%	-14%	47%[activator]	-1%
EPAC1 ag	2%	-7%	-6%	10%	-13%	3%
GLP1R ag	25%	0%	-9%	-6%	1%	-8%
EPAC1 antagonist	10%	-2%	?	3%	?	2%
GLP-1R inv ag	1%	-8%	?	-14%	0%	14%
PLK1 PBD block	-10%	-2%	-8%	3%	-6%	-1%
IL2 activator	-2.3	0.7	-2.3	0.0	0.0	-3.0

25: CCOc1ccc(-c2cnc3cccnn23)cc1
26: Cc1ccc(NCc2ccccc2O)c(C)c1
27: COc1cccc(C2c3c(oc4ccccc4c3=O)C(=O)N2CCCN2CCOCC2)c1OC (stereo not drawn)
28: O=S(=O)(NC(=S)NC1CCCCC1)c1ccc(Br)cc1
29: COC(=O)c1sc2ccccc2c1NC(=O)c1ccc(S(=O)(=O)N2CCCCC2C)cc1 (stereo not drawn)
30: CCCCN1C(=O)N(c2nnc(C(C)(C)C)s2)C(O)C1c1ccc(C)cc1 (stereo not drawn)

screen / no.	25	26	27	28	29	30
PTHR1 ag	i	-11%	-15%	i	-7%	-42%[inhibitor]
PI5P4Ka inh	3	5	-3	?	-1	1
HEK293 tox	40%[activator]	5%	14%	5%	7%	-14%
EPAC1 ag	-2%	3%	10%	7%	6%	-14%
GLP1R ag	-4%	20%	8%	0%	-2%	1%
EPAC1 antagonist	6%	5%	6%	3%	-16%	-10%
GLP-1R inv ag	?	?	2%	-28%	?	?
PLK1 PBD block	-5%	-1%	-12%	?	-21%	6%
IL2 activator	0.0	1.2	0.8	-0.2	-3.0	1.1

31: O=C(Oc1ccc2c(=O)c(Oc3ccc4ccccc4c3)coc2c1)c1ccco1
32: CCCCCOc1ccc(/C(C)=N/NC2=NCCN2)cc1
33: CCCNc1nc(Nc2ccc(C)c(Cl)c2)c2cnn(C)c2n1
34: CCn1c(SCC(=O)c2ccc(C)cc2)nnc1-c1ccncc1
35: Cc1nc(N[C@@H](Cc2ccccc2)C(=O)O)c2oc3ccccc3c2n1
36: Cc1ccc(S(=O)(=O)NCCN=C(CN2CCOCC2)NS(=O)(=O)c2ccc(C)cc2)cc1

screen / no.	31	32	33	34	35	36
PTHR1 ag	-11%[57.5 µM]	-21%	4%	-12%	15%[57.5 µM]	i
PI5P4Ka inh	2	0	3	·	-8	1
HEK293 tox	-1%	-19%	-10%	-8%	-1%	-4%
EPAC1 ag	1%	-3%	-1%	-3%	5%	-3%
GLP1R ag	-9%	-2%	21%	5%	1%	8%
EPAC1 antagonist	-13%	-5%	-10%	-3%	7%	-11%
GLP-1R inv ag	-16%	-18%	?	-15%	10%	-7%
PLK1 PBD block	-2%	4%	-1%	-11%	-7%	-4%
IL2 activator	0.7	-0.7	-1.9	-1.6	-0.4	-2.8

37: CCOC(=O)Nc1nc(-c2ccc(F)cc2F)cs1
38: Cc1ccccc1S(=O)(=O)N1CCN(c2ccc3c(c2)C2CC3CCN2C(=O)OCc2ccccc2)CC1 (stereo not drawn)
39: O=C(CSc1nnc(Nc2ccccc2)s1)NC1CC1
40: COc1cc(Cl)c(CN2CCCC(CO)(Cc3cccc(Cl)c3)C2)cc1OC (stereo not drawn)
41: O=C(O)c1ccc(Nc2nc(-c3ccccc3)nc3ccccc23)cc1
42: Cc1ccc(NC(=O)CN2CCCN(S(=O)(=O)c3ccc(Br)s3)CC2)cc1

screen / no.	37	38	39	40	41	42
PTHR1 ag	-32%[inhibitor]	-13%	i	i	-22%	-39%[inhibitor]
PI5P4Ka inh	10	5	2	13	-2	22
HEK293 tox	0%	3%	0%	-14%	6%	-25%
EPAC1 ag	8%	1%	0%	3%	-8%	0%
GLP1R ag	-1%	6%	2%	5%	10%	-3%
EPAC1 antagonist	-14%	0%	-8%	4%	-5%	-18%
GLP-1R inv ag	?	-18%	12%	8.9µM*	15%	?
PLK1 PBD block	-11%	-17%	-14%	4%	19µM*	-13%
IL2 activator	-0.8	0.6	1.9	-0.6	1.3	1.5

Screening results deposited in PubChem BioAssay by National Center for Advancing Translational Sciences (NCATS).

The list is partial. The share of hits here may be higher or lower than overall.
